STAT3 act = increases IL-6 driven STAT3 reporter signal; U3A cells, IL-6 STAT3-luciferase reporter, luminescence; 100% = signal with IL-6 EC80 alone; activation (% of control), % at 5.6 µM; AID 871; 190,000 compounds, 0.91% hits;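 active = activation above the screen-wide mean of compound activation plus 3 SD, cut at about 130% in these data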;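 also: 0% = background luminescence of wells with medium and substrate only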
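Material: human STAT1-deficient U3A cells with stable STAT3-luciferase reporter / Probe or stimulus: IL-6 stimulus at 33 ng/mL final / Schedule: 1 h compound pre-exposure, 6 h IL-6 stimulation, 37 °C / Technique: luminescence / Read-out basis: percent of IL-6-only median luminescence / Control set: IL-6-only high control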
STAT1 inh = inhibitors of IFN-gamma induced STAT1 signaling; NIH 3T3 STAT1-luciferase reporter, luminescence; inhibition, % at 5.5 µM; AID 920; 200,000 compounds, 0.35% hits;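 active = inhibition above a set limit, the mean inhibition across all tested compounds plus 3 SD, cut at about 34% in these data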;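 also: 0% = IFN-gamma with DMSO and 100% = IFN-gamma with 300 µM nifuroxazide; values of inactives mirror those of a sister screen read the other way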
ROMK primary = modulators of human ROMK potassium channel. P48048. Tet-inducible ROMK, thallium flux fluorescence; actives lie on both sides. B-score at 10 µM. 130,000 compounds, 2% hits. AID 1918;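 active = signal ratio slope over the read window, or its plate-corrected B-score, at least 3 SD from the plate mean, either direction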;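 also: B-score of the F/F0 ratio slope over 7 to 12 s after thallium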
Target sequence (P48048 whole entry, looked up): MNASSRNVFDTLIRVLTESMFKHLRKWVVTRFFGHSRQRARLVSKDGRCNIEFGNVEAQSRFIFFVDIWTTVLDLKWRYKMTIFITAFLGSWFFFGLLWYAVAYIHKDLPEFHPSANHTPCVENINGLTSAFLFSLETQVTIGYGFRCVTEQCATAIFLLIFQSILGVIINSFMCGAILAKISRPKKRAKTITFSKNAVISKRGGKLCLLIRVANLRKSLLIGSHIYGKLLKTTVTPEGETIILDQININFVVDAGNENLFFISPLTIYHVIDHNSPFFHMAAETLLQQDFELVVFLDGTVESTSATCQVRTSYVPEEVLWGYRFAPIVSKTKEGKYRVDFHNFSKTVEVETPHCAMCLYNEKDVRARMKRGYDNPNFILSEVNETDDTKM
APP transl inh = APP translation inhibition | SH-SY5Y APP 5'UTR-luciferase reporter, luminescence | inhibition, % at 2 µM | 190,000 compounds, 0.82% hits | AID 1285;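 active = inhibition above a set limit, derived from the sample mean plus 3 SD, cut at about 45% in these data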; also: values of inactives mirror those of a sister screen read the other way
FLuc stim CS = firefly luciferase counter-screen for stimulation assays; ATPlite luciferase biochemical, luminescence, 10 min; 0 = ATP-free wells, 1 = DMSO control; activation factor at 10 µM; 200,000 tested, under 10 active; P08659;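 active = luciferase activation factor, scaled between plate controls, of at least 2 with compound at 10 µM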
Target sequence (P08659 whole entry, looked up): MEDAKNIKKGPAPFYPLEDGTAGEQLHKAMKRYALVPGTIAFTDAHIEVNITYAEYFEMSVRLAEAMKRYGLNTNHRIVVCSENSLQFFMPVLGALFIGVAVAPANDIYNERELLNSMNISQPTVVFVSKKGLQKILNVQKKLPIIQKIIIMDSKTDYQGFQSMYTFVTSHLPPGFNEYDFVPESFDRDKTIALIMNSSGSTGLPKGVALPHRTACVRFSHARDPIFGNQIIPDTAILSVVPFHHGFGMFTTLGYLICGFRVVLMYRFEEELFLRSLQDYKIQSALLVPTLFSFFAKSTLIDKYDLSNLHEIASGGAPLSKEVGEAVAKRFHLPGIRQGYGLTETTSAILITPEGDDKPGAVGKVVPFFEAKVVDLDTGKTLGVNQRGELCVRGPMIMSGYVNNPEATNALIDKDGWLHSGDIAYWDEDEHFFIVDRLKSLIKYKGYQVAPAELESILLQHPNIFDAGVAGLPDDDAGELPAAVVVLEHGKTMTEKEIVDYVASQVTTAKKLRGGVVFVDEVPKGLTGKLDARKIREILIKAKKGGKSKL
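System: cell-free luciferase reagent; medium: PBS as buffer for the ATP substrate; doses: test compounds dosed from 2 mM stocks in 100% DMSO; incubation: 10 min, room temperature; measured by: luminescence from luciferase reaction; read-out: luciferase activation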
FLuc inhib CS = Photinus pyralis luciferase inhibition counter-screen. ATPLite firefly luciferase biochemical luminescence, 10 min. inhibition, % at 10 µM. 200,000 compounds, 1.5% hits. AID 1006;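 active = inhibition above about 50% when tested at 10 µM, limit read from the data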
APP 5'UTR act = APP 5'UTR luciferase reporter activation | 190,000 compounds, 1% hits | SH-SY5Y APP 5'UTR luciferase reporter, luminescence; zero percent = DMSO vehicle wells | AID 1276 | activation, % at 2 µM;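 active = activation above a set limit, based on mean plus 3 SD of controls, cut at about 140% in these data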; also: values of inactives mirror those of a sister screen read the other way
STAT1 activator = activators of IFN-gamma induced STAT1 signaling. NIH 3T3 STAT1-luciferase reporter, luminescence; 100% = IFN-gamma alone, no compound. activation (% of control), % at 5.5 µM. 200,000 compounds, 2.6% hits;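 active = activation above the screen-wide mean activation plus 3 SD, cut at about 130% in these data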;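 also: raw ratio to IFN-gamma control signal so 100% means no change and 0% no light; values of inactives mirror those of a sister screen read the other way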
NF-kB neuron act = NF-kB expression increase, human neuronal cells. AID 1239. fold change at 12.5 µM. 190,000 compounds, 1.6% hits. NF-kB reporter expression; active compounds read high; in the data active = fold change above about 3.3
STAT3 blocker = STAT3 signaling inhibition | U3A cells, IL-6 STAT3-luciferase reporter, luminescence; host cell line lacks STAT1 | inhibition, % at 5.5 µM | 190,000 compounds, 0.89% hits | AID 862;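 active = inhibition above the mean inhibition across all screened compounds plus 3 SD, cut at about 44% in these data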;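 also: 0% = DMSO only wells and 100% = 100 µM nifuroxazide control wells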
Starred values were filed as active, the others as inactive; . = no result given. Random draw from the library (roughly 7.1% active in at least one column).

SMILES	STAT3 act	STAT1 inh	ROMK primary	APP transl inh	FLuc stim CS	FLuc inhib CS	APP 5'UTR act	STAT1 activator	NF-kB neuron act	STAT3 blocker
Cc1cc(C)cc(N(CC(=O)NCc2cccnc2)S(C)(=O)=O)c1	99	-4	.	-12	1.1	-9	12	104	1.1	5
COc1ccc(C2=NO[C@@H]3C(=O)N(Cc4ccccc4)C(=O)[C@H]23)cc1OC	100	4	.	-16	1	-3	16	97	1.2	1
COc1ccc(/C=C/CN2CCN(CCc3ccccc3)C(CCO)C2)cc1 (configuration not stated)	90	-4	-2.7	10	1	-4	-10	102	1	16
Cc1cc(NC(=O)c2c(Br)c(C)nn2C)no1	73	8	-0.43	-15	1	-3	15	93	1	34
CCOC(=O)N1CCN(CC(=O)Nc2ccc(F)cc2F)CC1	98	-8	.	3	1	-3	-3	106	1.2	5
COC(=O)c1ccc(COC(=O)c2[nH]c(C)c(C(C)=O)c2C)o1	62	24	-0.75	1	1	3	-1	79	0.88	47*
NC(=O)COC(=O)c1ccccc1SCC(=O)NC1CCCCCC1	98	-2	0.39	0	0.9	6	0	102	1	10
COc1ccccc1OCCCCCc1c(C)n[nH]c1C	78	9	.	-18	1	-4	18	92	0.59	32
COCCNC(=O)COC(=O)CSCc1nc2ccccc2s1	122	4	0.11	-2	1.1	-7	2	97	1.1	-21
CC(C)c1ccccc1NC(=O)COC(=O)Cc1cccc(C(F)(F)F)c1	97	-3	0.44	16	1	-2	-16	103	1.1	7

The closing three entries of the part before lead into the next:
SMILES	STAT3 act	STAT1 inh	ROMK primary	APP transl inh	FLuc stim CS	FLuc inhib CS	APP 5'UTR act	STAT1 activator	NF-kB neuron act	STAT3 blocker
COc1ccccc1OCCCCCc1c(C)n[nH]c1C	78	9	.	-18	1	-4	18	92	0.59	32
COCCNC(=O)COC(=O)CSCc1nc2ccccc2s1	122	4	0.11	-2	1.1	-7	2	97	1.1	-21
CC(C)c1ccccc1NC(=O)COC(=O)Cc1cccc(C(F)(F)F)c1	97	-3	0.44	16	1	-2	-16	103	1.1	7
CN(C)Cc1nc2ccccc2c(=O)n1Cc1nc(-c2cc3ccccc3o2)cs1	89	22	.	1	1	-1	-1	80	0.87	18
CC(=O)N1CCc2cc(S(=O)(=O)NC(Cc3ccccc3)C(=O)NC3CCCCCC3)ccc21 (configuration not stated)	99	6	-1.6	15	1.1	-6	-15	94	0.81	-2
Nc1nonc1-n1nnc(C(=O)N/N=C/c2ccccc2)c1CSc1ccc(Cl)cc1	101	-5	1.1	7	1	-1	-7	104	1.5	1
CCCCc1nc2n[nH]c(N)c2c2c1CCCC2	121	-1	-0.086	2	1.1	-6	-2	99	1.5	-23
Cc1ccc(-c2csc(CC(N)=O)n2)cc1	93	-6	0.64	0	0.9	8	0	108	1.8	13
CCOC(=O)c1sc2nc(CC(=O)OC)nc(NCc3ccc(F)cc3)c2c1C	69	12	.	0	1	-4	0	89	0.86	38
CC(C)(C)NCCCCOc1ccc(F)cc1	106	1	-0.03	-6	1	-1	6	99	1.1	-5
Cc1c(-n2c(SCC(=O)NC(C)C(C)C)nc3ccccc3c2=O)c(=O)n(-c2ccccc2)n1C (configuration not stated)	96	-1	-1.2	5	1	-3	-5	101	0.9	7
CCOC(=O)CSc1snnc1C	105	2	.	-13	.	.	13	99	.	4
CC(=O)Nc1ccccc1C(=O)N1CCc2ccccc21	108	1	0.61	5	1	-3	-5	99	1	-6

Arranged by value in APP transl inh (ascending): some entries from above.
| structure | STAT3 act | STAT1 inh | ROMK primary | APP transl inh | APP 5'UTR act | STAT1 activator | NF-kB neuron act |
| --- | --- | --- | --- | --- | --- | --- | --- |
| COc1ccccc1OCCCCCc1c(C)n[nH]c1C | 78 | 9 | . | -18 | 18 | 92 | 0.59 |
| Cc1cc(C)cc(N(CC(=O)NCc2cccnc2)S(C)(=O)=O)c1 | 99 | -4 | . | -12 | 12 | 104 | 1.1 |
| CCOC(=O)c1sc2nc(CC(=O)OC)nc(NCc3ccc(F)cc3)c2c1C | 69 | 12 | . | 0 | 0 | 89 | 0.86 |
| COC(=O)c1ccc(COC(=O)c2[nH]c(C)c(C(C)=O)c2C)o1 | 62 | 24 | -0.75 | 1 | -1 | 79 | 0.88 |
| COc1ccc(/C=C/CN2CCN(CCc3ccccc3)C(CCO)C2)cc1 (configuration not stated) | 90 | -4 | -2.7 | 10 | -10 | 102 | 1 |
| CC(C)c1ccccc1NC(=O)COC(=O)Cc1cccc(C(F)(F)F)c1 | 97 | -3 | 0.44 | 16 | -16 | 103 | 1.1 |

Additional results.
SMILES	STAT3 act	STAT1 inh	ROMK primary	APP transl inh	FLuc stim CS	FLuc inhib CS	APP 5'UTR act	STAT1 activator	NF-kB neuron act	STAT3 blocker
COc1cc(Cl)ccc1NC(=O)COc1ccccc1C(=O)NN	91	6	-0.82	-21	1.1	-6	21	93	1.2	17
CCOc1ccc(-c2nc(S(=O)(=O)c3ccccc3)c(N3CCOCC3)o2)cc1	88	-13	-1.5	10	1	-1	-10	111	0.84	21
C=CCn1c(SCC)nc(O)cc1=O	100	-4	.	20	1.1	-5	-20	104	0.96	2
Cc1nc(NC(=O)c2cc3c(s2)CCCCC3)sc1C(=O)N(C)C	90	-35	.	-27	1.1	-8	27	132*	2.4	14
CCOc1ccc(NC(=O)Cn2nnc(-c3ccccc3NC(=O)CC)n2)cc1	100	0	-0.54	-20	1	-3	20	100	1.2	3
COc1ccc(OCCC(=O)OCC(=O)NCc2ccccc2)cc1	102	-4	.	-3	1	4	3	104	1.1	-7
O=C(c1ccc(S(=O)(=O)N2CCOCC2)cc1)N1CCN(c2ccccc2)CC1	98	-6	.	-5	1	-1	5	105	1.2	8
CC(C)C(c1nnnn1CCc1ccccc1)N1CCSCC1 (configuration not stated)	98	10	-0.3	-25	1	-3	25	91	1	10
Cc1ccsc1C1Nc2ccccc2-c2nc3ccccc3n21 (configuration not stated)	101	-33	-0.79	-34	1	0	34	129*	1.2	-1
COCCNCCCCOc1ccc(C)cc1[N+](=O)[O-]	98	2	-0.82	-12	1	-2	12	98	0.94	6
O=C(OCc1cncs1)c1ccccc1	95	2	0.59	-12	1	-3	13	98	1.4	14
COc1cccc(N2CCN(Cc3ccsc3)CC2)c1	100	-6	-0.12	.	1	-2	.	112	1.5	0
CC(=O)NCc1cc(-c2ccc(Cl)cc2)no1	101	-11	0.89	-16	1.1	-6	17	110	1.1	8
O=C(Nc1ccc(N2CCN(C(=O)c3ccc(Cl)cc3)CC2)cc1)c1ccc([N+](=O)[O-])o1	106	-46	-0.002	96*	1	-3	-96	139*	0.15	-2
Cc1cc(C)n(C(=O)COc2c(C)cccc2C)n1	99	2	.	-4	1	-2	4	98	0.94	5
CC(C)(C)C(=O)Oc1cc(N)n(S(=O)(=O)c2ccc(F)cc2)n1	96	0	.	9	1	-4	-9	100	1.1	8
CCCc1nc(N2CCOCC2)c2sc(=S)n(-c3ccccc3)c2n1	94	0	.	-37	1	-1	37	100	1.2	16
O=C(CSc1nnc(-c2cccnc2)n1Cc1ccco1)c1ccc(Br)cc1	98	13	.	3	1	-4	-3	88	1.1	6
Cc1ccc(C(=O)Nc2ccc(O)cc2C(=O)O)cc1C	96	10	0.095	-11	0.3	69*	11	91	1.1	11
CCOC(=O)c1cc2c(ccn2C)n1CC(=O)N1CCN(c2cccc(C(F)(F)F)c2)CC1	110	0	.	4	1	3	-4	100	1.3	-12
Cc1ccc2cc(/C=N/Nc3nc4ccccc4[nH]3)c(Cl)nc2c1	113	6	.	-86	0.1	94*	86	95	1.9	-16
CC(C)CC(C(=O)NC1CCCC1)N(Cc1cccs1)C(=O)c1snc(C(N)=O)c1N (configuration not stated)	104	-4	.	3	1	-2	-3	104	0.46	0
CCOC(=O)c1c(NC(=O)c2cc(CC(C)C)on2)sc(C(C)=O)c1C	99	-11	.	-5	1	2	5	110	1.1	6
Cc1cc2ncn(C3CC(=O)N(Cc4ccc(N5CCCC5=O)cc4)C3=O)c2cc1C (configuration not stated)	93	5	.	7	1	-2	-7	95	1.1	14
Cn1c(-c2sccc2OCc2ccc(Cl)cc2Cl)n[nH]c1=S	100	-6	-0.11	-21	1.1	-9	21	104	1.2	7
Cc1nn(Cc2ccccc2Cl)c(C)c1NC(=O)NC12CC3CC(CC(C3)C1)C2	110	4	.	18	1.1	-8	-18	96	1.2	-12
Cc1cc([N+](=O)[O-])cc2c1NC(=O)C2(O)N1CCCCCC1 (configuration not stated)	106	-1	-0.019	-4	1	-1	4	101	0.94	-3
CCn1cc(C(=O)OC)c(=O)c2cc(S(=O)(=O)N(C)C3CCCCC3)ccc21	99	-5	0.69	3	1	-3	-3	103	1.2	3
CCc1sc(C(C2C(=O)CC(C)(C)CC2=O)C2C(=O)CC(C)(C)CC2=O)cc1[N+](=O)[O-]	95	1	-0.53	-11	1	-2	11	97	3	10
Cc1ccc2cc(CN(CCO)Cc3nnnn3Cc3ccc(F)cc3)c(=O)[nH]c2c1	99	-5	.	-4	1	5	4	104	0.91	5
O=C(NCc1ccco1)c1c(O)c2cccc3c2n(c1=O)CCC3	97	2	.	2	1	-4	-2	100	0.98	8
Cc1ccc(NC(=O)CNCc2ccccn2)cc1S(=O)(=O)N(C)C	94	2	0.63	-23	1	-2	23	98	1.5	9
CC1CCCC/C1=N\NC(=S)Nc1ccccc1 (configuration not stated)	105	-7	-1	-175	1	-4	175*	105	1.4	2
CCc1ccc(C(=O)COC(=O)c2n[nH]c3ccccc23)cc1	102	-26	0.34	-100	0.4	63*	100	124	5.5*	4
COc1ccc(CCNc2nc(C)nc3c2oc2ccccc23)cc1OC	72	16	-1.6	-20	1	4	20	85	0.46	34
C=CCOc1ccc(/C=N/NC(=O)CN2CCOCC2)cc1OCC	113	-7	-0.28	10	1	-2	-10	104	0.92	-12
CCCCOc1ccc(-c2nc(-c3cccnc3)no2)cc1	107	-29	-0.39	-175	0.8	22	175*	128	5.2*	-4
Cc1ccc(N(CC(=O)NC2CCCC2)C(=O)c2c(C)noc2C)cc1C	92	2	.	-1	1	-5	1	98	1.6	14
COc1ccccc1N(CC(=O)N1CCCCCC1)S(C)(=O)=O	104	-6	0.041	4	1.1	-9	-4	106	1.2	-5
CCOC(=O)c1sc2cccc(Cl)c2c1N	93	9	-0.026	18	1	-5	-18	92	1.4	11
CC(/C=C/c1ccc(N(C)C)cc1)=N\N=C(/N)SC1CC(=O)N(c2ccc(C(=O)O)cc2)C1=O (configuration not stated)	105	-12	.	-1	0.3	69*	1	111	1.4	0

Screening results from PubChem.
